Compound activity: PubChem BioAssay, several laboratories
CF NFkB block: cystic fibrosis NF-kB activation inhibition | actives 0.86% (n = 360,000) | KKLEB NF-kB-GFP reporter, PAF-induced, GFP fluorescence overnight | inhibition, % at 5 µM;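 active means at least 50% inhibition at 5 µM, scaled per plate between neutral and stimulator controls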;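 further: PAF is a Pseudomonas aeruginosa culture filtrate used as stimulus; plate controls were PAF-stimulated DMSO wells for no effect and unstimulated DMSO wells for full effect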
HIF-2a block: inhibitors of HIF-2a. 786-0 RCC cells HIF-2a reporter, luciferase luminescence, overnight. inhibition, % at 18.8 µM. actives 0.72% (n = 360,000). AID 624352;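 active means inhibition of the luminescence signal of 40% or more relative to plate controls, in a single-dose primary screen at 18.75 µM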
Peg3 prom inh: reduces Peg3 promoter-driven luciferase expression in HeLa | inhibition, % at 20 µM | HeLa PEG-Prom luciferase reporter, luminescence, overnight | actives 1.7% (n = 360,000);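 active means inhibition of at least 50% at 20 µM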
NR2E3 ag-1: agonists of human NR2E3 nuclear receptor; CHO-S Gal4-NCOR/VP16-NR2E3 two-hybrid, luciferase; inhibition of corepressor binding, % at 3.98 µM; actives 0.35% (n = 360,000); AID 602229;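 active means inhibition above the mean of all tested compounds plus 3 SD, cut at about 70% in these data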;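 further: 0% = DMSO with NR2E3 transfected cells and 100% = cells lacking NR2E3 construct; higher means lower luciferase signal from less NR2E3 corepressor binding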
Target sequence (Q9Y5X4 whole entry, looked up, the tested form may be a part): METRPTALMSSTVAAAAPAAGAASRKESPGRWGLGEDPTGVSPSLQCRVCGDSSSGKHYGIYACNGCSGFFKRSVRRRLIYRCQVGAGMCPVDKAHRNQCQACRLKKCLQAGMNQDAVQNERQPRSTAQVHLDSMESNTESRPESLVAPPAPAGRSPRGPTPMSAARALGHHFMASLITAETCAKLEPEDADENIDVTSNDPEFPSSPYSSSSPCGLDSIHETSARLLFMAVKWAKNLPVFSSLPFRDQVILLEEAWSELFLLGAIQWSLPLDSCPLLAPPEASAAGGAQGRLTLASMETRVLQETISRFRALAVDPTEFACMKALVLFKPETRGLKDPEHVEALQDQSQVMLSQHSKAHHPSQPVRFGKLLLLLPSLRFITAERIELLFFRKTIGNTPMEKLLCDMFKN
hiPSC survival: enhancers of human iPSC single-cell survival; AID 602274; hiPSC single-cell survival, ATPlite luminescence; 100% = ROCK inhibitor wells, 0% = DMSO; actives 0.044% (n = 360,000); survival enhancement, % at 20 µM; in the data active means survival enhancement above about 18%;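 further: cells exposed to compounds for 16 hours before the ATP read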
Shn3 3UTR inh: Schnurri-3 reporter inhibition in Clone20 osteoblasts | AID 588674 | Clone20 osteoblast Shn3 3'UTR firefly luciferase, 24 h | inhibition, % at 12.5 µM | actives 0.52% (n = 360,000);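 active means mean inhibition of at least 75% with every replicate also reaching 75%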;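 further: 0% = median of neutral control wells and 100% = pilot-screen positive control compound; some compounds past the cut are filed as inactive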
KKLEB tox: counter-screen for CF NF-kB inhibitors: cytotoxicity. actives 0.36% (n = 360,000). activity change (cytotoxicity), % at 5 µM. KKLEB CF airway cells viability, ATPlite luminescence, overnight; active compounds read low; cells stimulated with P. aeruginosa culture filtrate. AID 602141;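 active means corrected activity change at or below -50% at 5 µM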
TRAIL sens C8: caspase-8 TRAIL sensitization | NB7+C8 cells + TRAIL, ATPlite viability luminescence | inhibition (viability loss, TRAIL sensitization), % at 10 µM | actives 1% (n = 360,000);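 active means compounds causing at least 50% loss of cell viability in the single-dose screen, relative to plate controls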
EBV LMP1 NFkB: reduces LMP1-driven NF-kappaB luciferase signal; LMP1-induced NF-kappaB luciferase reporter cells, luminescence; actives 0.69% (n = 350,000); inhibition, % at 12.5 µM; in the data active means inhibition above about 41%;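 further: 0% = neutral control wells and 100% = reference inhibitor control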
TRPM1 prom inh: inhibitors of MITF-driven TRPM1 promoter in melanoma cells; SK-MEL-5 TRPM1 promoter luciferase, 24 h; inhibition, % at 12.5 µM; actives 0.83% (n = 330,000);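 active means mean inhibition across replicates of 60% or more, whatever share of single replicates reaches that level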; further: values of inactives mirror those of a sister screen read the other way
NR2E3 ag-2: agonists of human nuclear receptor NR2E3; Q9Y5X4; GST-NR2E3/biotin-RetCOR TR-FRET, 1536-well; AID 2300; actives 0.12% (n = 320,000); inhibition of corepressor binding, % at 4.78 µM;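 active means percent inhibition above the cutoff of mean plus 3 SD of all tested compounds, set per screening campaign, cut at about 20% in these data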;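 further: 0% = DMSO wells and 100% = biotin wells as full block of FRET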
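Material – GST-tagged NR2E3 plus biotinylated RetCOR corepressor · Quantity – NR2E3 fusion 1.35 nM · Times – 5 h incubation at 4 °C · Medium – pH 7.5 Tris-based buffer · Technique – TR-FRET, Eu(K)-anti-GST donor, streptavidin-D2 acceptor, ex 340, em 617/671 nm · Benchmarks – high control biotin, low control 0.6% DMSO · Format – 1536-well plates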
Active calls of the source: *; x = no result given. The list is partial; the hit share may differ from the screen's.

SMILES	CF NFkB block	HIF-2a block	Peg3 prom inh	NR2E3 ag-1	hiPSC survival	Shn3 3UTR inh	KKLEB tox	TRAIL sens C8	EBV LMP1 NFkB	TRPM1 prom inh	NR2E3 ag-2
Cc1ccc2c(C)c(C(=O)N(Cc3cccs3)C3CCS(=O)(=O)C3)oc2c1 (stereo unspecified)	-6	22	13	-5	-3.4	8	-5	6	-2	11	2
C[C@@H]1CN([C@H](C)CO)C(=O)c2cc(Br)cnc2O[C@@H]1CN(C)C(=O)c1cccc(F)c1	6	9	-17	-10	3.4	-18	2	-5	2	x	x
CCOc1ccccc1-n1c(SCC(N)=O)nc2ccccc2c1=O	1	1	16	5	6.1	10	-6	-2	-5	0	-5
O=C1N(c2ccccc2C(F)(F)F)O[C@@]1(c1ccccc1)C1CCCC1	29	22	70*	25	4.1	-10	-2	4	0	4	1
O=C(NCCCN1CCOCC1)c1cc(-c2ccc(Br)cc2)on1	-9	58*	-16	18	2.4	22	-6	4	3	-8	0
S=C(Nc1ccccc1)N(Cc1ccccc1)Cc1ccncc1	-6	18	7	5	-0.5	16	-1	-18	3	6	-2
CC(C)Cc1nnc(NC(=O)CCC(=O)N2CCC(C)CC2)s1	-2	-1	6	-26	0.3	12	-1	-5	3	1	-2
O=C(O)C1CCCCC1C(=O)Nc1nccs1 (stereo unspecified)	-6	3	2	5	1.4	9	2	5	-2	2	2
COCC(C)N=C1SCCN1Cc1ccccc1 (stereo unspecified)	0	15	6	-10	-0.2	23	3	-2	1	5	-2
CNc1nc(N)c([N+](=O)[O-])c(NCc2ccccc2)n1	-12	-40	-17	-33	-1.1	-33	2	-16	8	-23	-3
COc1ccccc1OCC(=O)OC/C(O)=C(\C#N)c1nc2ccccc2[nH]1	-11	-16	22	-17	0.4	-31	8	-11	-2	-17	4
COc1ccc2c(c1)C(=O)C1(CC2)OC1c1cccnc1 (stereo unspecified)	-18	-23	-4	-26	-0.1	-10	11	0	-6	x	x
COc1cc(OC)c(C(=O)NCC2CCCO2)cc1OC (stereo unspecified)	-20	10	7	-19	0.6	4	29	0	-8	2	0
Cc1csc2nc(O)c(C(=O)NC3CCCCCC3)c(=O)n12	-27	9	-1	-5	-0.2	7	9	21	6	13	-4
Cc1ccc(N(Cc2ccccc2)C(=O)c2cc(S(=O)(=O)N3CCOCC3)ccc2C)cc1	-5	13	24	-25	0.0	13	0	1	-1	-18	2
CC(=O)/C(N=Nc1ccc(SC(F)F)cc1)=C(\C)O	-9	-135	-44	-3	-0.2	-3	1	-4	3	-8	1
Oc1[nH]c2ccccc2c1N=Nc1nc2ccccc2s1	4	-136	-144	-62	1.5	-30	-6	34	-8	6	-1
CCCn1c(-c2ccc(F)cc2)n[nH]c1=S	-3	10	5	-1	-2.5	-15	11	3	13	1	1
COCCn1c(C)cc(C(=O)COC(=O)c2ccc3c(c2)NC(=O)CS3)c1C	5	-55	-87	-19	1.1	-4	10	2	-1	2	1
Nc1cnn(C2CCCO2)c(=O)n1 (stereo unspecified)	-1	1	7	-3	-0.8	-26	17	-10	-13	0	0

Already shown: entries from further up.
SMILES	CF NFkB block	HIF-2a block	Peg3 prom inh	NR2E3 ag-1	hiPSC survival	Shn3 3UTR inh	KKLEB tox	TRAIL sens C8	EBV LMP1 NFkB	TRPM1 prom inh	NR2E3 ag-2
Cc1ccc2c(C)c(C(=O)N(Cc3cccs3)C3CCS(=O)(=O)C3)oc2c1 (stereo unspecified)	-6	22	13	-5	-3.4	8	-5	6	-2	11	2
C[C@@H]1CN([C@H](C)CO)C(=O)c2cc(Br)cnc2O[C@@H]1CN(C)C(=O)c1cccc(F)c1	6	9	-17	-10	3.4	-18	2	-5	2	x	x
CCOc1ccccc1-n1c(SCC(N)=O)nc2ccccc2c1=O	1	1	16	5	6.1	10	-6	-2	-5	0	-5
O=C1N(c2ccccc2C(F)(F)F)O[C@@]1(c1ccccc1)C1CCCC1	29	22	70*	25	4.1	-10	-2	4	0	4	1
O=C(NCCCN1CCOCC1)c1cc(-c2ccc(Br)cc2)on1	-9	58*	-16	18	2.4	22	-6	4	3	-8	0
S=C(Nc1ccccc1)N(Cc1ccccc1)Cc1ccncc1	-6	18	7	5	-0.5	16	-1	-18	3	6	-2

The list continues:
SMILES	CF NFkB block	HIF-2a block	Peg3 prom inh	NR2E3 ag-1	hiPSC survival	Shn3 3UTR inh	KKLEB tox	TRAIL sens C8	EBV LMP1 NFkB	TRPM1 prom inh	NR2E3 ag-2
CCOc1cc(NC(=S)NCCCN(C)C)c(OCC)cc1NC(=O)C1CC1	-9	13	4	15	-1.3	-7	8	-11	-12	-2	0
Cc1cccc(C(=O)OCC(=O)Nc2ccc(N3CCCCC3)cc2)c1O	4	25	18	-12	-0.7	-2	0	6	-4	-6	5
Cn1c(SCC(=O)N2CCN(c3ccccc3)CC2)nnc1-c1c[nH]c2ccccc12	17	-4	20	-6	1.8	2	-11	32	6	x	2
COC(=O)Cc1ccc2oc(-c3cccnc3)nc2c1	0	-147	-99	-44	0.0	-25	-3	16	-15	-39	1
O=c1ccc(=O)n2n1CC(O)C2	17	16	5	19	9.1	-2	-11	-2	4	13	3
COc1ccc(NC(=O)Nc2ccc3nonc3c2)cc1	11	-224	-184	-80	-0.4	-13	-1	6	x	x	4
Cn1c(SCc2ccccc2)nc2ccsc2c1=O	-23	-34	-23	17	3.2	49	4	20	10	-5	1
CCCCCOc1ccc(NS(C)(=O)=O)cc1	-16	-158	-159	-55	5.3	-25	1	-18	78*	-28	1
CCOC(=O)c1ccc(NC(=O)C2CC(=O)N=C(N)S2)cc1 (stereo unspecified)	17	-61	-37	21	3.6	-15	7	3	-1	-9	4
COc1cc(C#N)c(NC(=O)CN2CCC(C(N)=O)CC2)cc1OC	-1	10	-7	-16	0.9	2	11	-1	-8	-6	-2
CCN(CC)CCNc1ccc2nnc(CCNS(=O)(=O)c3ccc(C)cc3)n2n1	6	25	-5	-13	0.8	16	3	0	2	-17	-1
CCN(CC)c1ccc([N+](=O)[O-])cc1C(=O)O	0	10	-1	-28	0.7	7	12	22	5	-3	1
Cc1ccc(NC(=O)CSc2ncnc3ccccc23)cc1S(=O)(=O)N1CCCCCC1	45	27	6	-15	-1.3	6	-10	20	21	-1	1
Cc1ccc(C(=O)NNC(=O)c2ccncc2)cc1S(=O)(=O)N1CCOCC1	14	4	-13	1	-0.6	-72	6	-5	0	5	0
COCCNC(=O)Cn1nc(-c2ccc(C)cc2)c2ccccc2c1=O	-5	0	11	3	0.1	-17	-1	5	0	13	1
CCCOc1ccc([N+](=O)[O-])c(N)c1	14	-23	-11	-36	3.4	-14	-8	-3	-7	-27	4
CCN(CC)S(=O)(=O)c1cc(C(=O)Oc2cccc(-c3cnc4ccccc4n3)c2)ccc1Br	-7	-230	-240	-35	-3.3	-37	4	-4	-18	-30	4
CCOc1ccc(Nc2nc(N)nc(CSC(=S)N3CCOCC3)n2)cc1	11	-78	-54	-14	1.5	-7	-7	0	-7	-30	4
O=C1OCCN1N=Cc1ccco1	13	11	-1	-7	-0.8	26	12	12	-7	4	x
O=C(COc1ncnc2ccccc12)N1CCN(C(=O)c2ccco2)CC1	1	16	-1	-12	-1.6	1	2	-9	3	5	-2
CC(=O)c1cccc(NC(=O)Cn2cnc(S(=O)(=O)N3CCC(C)CC3)c2)c1	8	4	-18	16	-0.3	2	-7	-13	2	14	2
COc1ccc(/C=N/OCC(=O)NCc2cccs2)c(OC)c1	1	3	3	4	3.8	7	-3	-4	-9	7	-2
CC(=O)c1cccc(NC(=O)c2cc(S(=O)(=O)N3CCOCC3)cs2)c1	-24	8	12	10	0.1	0	8	-20	-5	7	4
O=C1CCCC/C1=C\Nc1ccc(S(=O)(=O)Nc2cnc3ccccc3n2)cc1	-28	1	9	3	3.1	16	2	-11	1	-10	0
CCCC(=O)C1=C(O)C(C(=O)OC)C(C)(C)CC1=NC (stereo unspecified)	-5	14	11	-22	0.7	7	-4	-20	-3	17	-1
Cc1ccc(O)c(C(=O)c2cc(C#N)c3nc4ccccc4n3c2)c1	-69	-14	27	-16	0.7	29	-9	20	7	28	-2
O=C(Nc1ccc2oc(-c3ccccc3)nc2c1)c1cccnc1	-19	-277	-219	-86	-1.3	-45	8	1	-22	-90	1
O=C(NCc1cccnc1)c1ccc(NC(=O)c2ccco2)cc1	3	-15	-25	-4	-1.7	2	15	6	0	-13	7
O=C(O)c1c(NC(=O)N2CCOCC2)sc2c1CCCC2	-8	55*	-28	-6	0.3	-26	-16	-4	-7	-2	-4
COCC(Cc1ccccc1)NC(=O)Cn1cc(C)c(=O)[nH]c1=O (stereo unspecified)	-6	-18	-32	-31	-1.2	-5	-5	10	-2	-6	x
Cc1cc(C)c(S(=O)(=O)Nc2ncccc2C)c(C)c1	-2	24	-2	-24	0.6	13	-4	2	-3	-2	4
CC(=O)C1=C(Nc2ccccc2)CC(C)(O)C(C(C)=O)C1c1ccccc1 (stereo unspecified)	-4	6	2	7	2.3	-32	0	-5	7	0	-1
O=C(O)CNC(=O)/C(=C/c1ccco1)NC(=O)/C=C/c1ccccc1	4	22	10	-39	-0.1	-3	-3	-5	-3	3	8
CN(C)S(=O)(=O)c1ccc(C(=O)NCc2nnc(SCC(=O)N3CCCCCC3)o2)cc1	-10	8	12	19	0.1	1	13	2	1	5	6
O=C(COc1ncnc2ccccc12)Nc1cc([N+](=O)[O-])ccc1F	-18	16	5	-17	-0.4	16	6	1	-6	19	1
N/C(=N\OC(=O)c1ccc(F)cc1)c1cccc([N+](=O)[O-])c1	-23	-258	-202	-22	-0.3	-44	3	6	-31	-81	3
COC(=O)c1c(NC(=O)c2cccc([N+](=O)[O-])c2)sc(C(N)=O)c1C	-39	12	17	11	-2.0	9	-2	-6	-28	14	5
COc1ccc(-c2ncccc2OC(=O)C23CC4CC(CC(C4)C2)C3)cc1OC	0	16	19	16	3.5	7	6	-2	-4	7	-1
O=C1COc2ccc(S(=O)(=O)CCC(=O)N3CCN(c4cccc(C(F)(F)F)c4)CC3)cc2N1	2	6	4	43	-0.6	50	-2	24	-14	8	-3
COc1ccc(N2CCN(S(=O)(=O)CCNC(=O)COc3ccccc3)CC2)cc1	2	3	0	27	0.3	6	11	-8	-4	-7	3
O=S(=O)(c1cc(F)ccc1F)N1CCN(C2CCCCC2)CC1	19	7	9	-17	-0.4	-3	12	-3	5	-12	1
O=C(CN1C(=O)NC2(CCCC2)C1=O)Nc1cccc(-c2nnc3n2CCCCC3)c1	-8	4	-10	-28	-2.8	2	-7	10	1	2	-2
Cc1cc(C)cc(N(C(=O)c2ccc(Br)o2)C2C=CS(=O)(=O)C2)c1 (stereo unspecified)	11	19	22	9	2.2	4	-7	13	12	-25	4
Cc1ccc(C(=O)COc2cccc(NC(=O)c3ccco3)c2)cc1	3	-17	-25	-23	0.6	7	-7	-2	1	9	1
Cc1cc(OCC(=O)N2CCC(O)CC2)c2c(C)cc(=O)oc2c1	-41	2	-8	4	-0.6	-2	15	-16	3	2	3
